Screening results deposited in PubChem BioAssay by The Scripps Research Institute Molecular Screening Center.
TEAD-YAP inh: TEAD-YAP interaction inhibition; inhibition, % at 9.12 µM; HEK-TIYL cells, TEAD-Gal4/YAP UAS-luciferase luminescence; 1.4% of 640,000 active; in the data active = inhibition above about 32%;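 note: 0% = median of test compound wells and 100% = reference inhibitor wells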
GPR151 activ: activators of human GPR151 | 1% of 650,000 active | PathHunter beta-arrestin GPR151 cells, luminescence | Q8TDV0 | AID 1508602 | activation, % at 11.2 µM; in the data active = activation above about 4.9%;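 note: 0% = median of compound wells and 100% = cells with positive control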
Target sequence (Q8TDV0 whole entry, looked up): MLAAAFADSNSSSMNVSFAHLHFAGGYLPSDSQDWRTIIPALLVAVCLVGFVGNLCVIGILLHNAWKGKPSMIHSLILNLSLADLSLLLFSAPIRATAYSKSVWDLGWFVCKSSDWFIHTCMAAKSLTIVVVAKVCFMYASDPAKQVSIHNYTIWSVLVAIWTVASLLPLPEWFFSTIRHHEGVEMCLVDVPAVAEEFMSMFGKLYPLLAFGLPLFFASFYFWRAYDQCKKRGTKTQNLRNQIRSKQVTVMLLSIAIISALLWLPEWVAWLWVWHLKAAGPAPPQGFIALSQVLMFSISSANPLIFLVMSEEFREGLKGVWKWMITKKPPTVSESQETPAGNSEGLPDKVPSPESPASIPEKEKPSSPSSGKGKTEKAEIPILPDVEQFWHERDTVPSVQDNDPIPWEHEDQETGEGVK
FBW7 activator: activators of human E3 ligase FBW7; Q969H0; AlphaScreen FBW7–phospho-cyclin E peptide binding, activator screen; normalized activity (activation), % at 26.1 µM; 0.13% of 650,000 active; AID 1259310; in the data active = normalized activity above about 1.9%;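 note: purified mutant Fbw7 with reduced substrate affinity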
MITF inh: blocks human microphthalmia-associated transcription factor | 0.91% of 650,000 active | AID 1259374 | AlphaScreen MITF homodimerization, bead proximity signal | inhibition, % at 2.6 µM | O75030; in the data active = inhibition above about 50%;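 note: 0% = vehicle wells with protein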
Target sequence (O75030 whole entry, looked up): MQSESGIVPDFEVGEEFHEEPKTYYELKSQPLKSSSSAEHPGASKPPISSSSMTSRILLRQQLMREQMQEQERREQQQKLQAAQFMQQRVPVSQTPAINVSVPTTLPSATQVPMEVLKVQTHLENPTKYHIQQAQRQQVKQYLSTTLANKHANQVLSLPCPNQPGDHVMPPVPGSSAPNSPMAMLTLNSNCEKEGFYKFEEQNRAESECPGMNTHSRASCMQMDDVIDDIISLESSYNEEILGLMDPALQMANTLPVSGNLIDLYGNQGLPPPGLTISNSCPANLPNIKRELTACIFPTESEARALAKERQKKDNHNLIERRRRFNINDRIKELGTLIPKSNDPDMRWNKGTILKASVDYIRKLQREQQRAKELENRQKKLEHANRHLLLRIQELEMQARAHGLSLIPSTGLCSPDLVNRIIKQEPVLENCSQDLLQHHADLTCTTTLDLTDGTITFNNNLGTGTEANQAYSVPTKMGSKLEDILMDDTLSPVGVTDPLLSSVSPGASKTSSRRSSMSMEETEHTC
Starred values were filed as active, the others as inactive.

| item | mol | TEAD-YAP inh | GPR151 activ | FBW7 activator | MITF inh |
| --- | --- | --- | --- | --- | --- |
| 1 | CN(Cc1ccccc1)CC(O)COc1ccc(CNCCCn2cccn2)cc1 (stereo not drawn) | 2 | 0.0 | 0.0 | -11 |
| 2 | CC1=C(C(=O)Nc2ccccc2)C(c2cc(Br)cc(Br)c2O)NC(=S)N1 (stereo not drawn) | -22 | -0.6 | -0.1 | 20 |
| 3 | CSCCC(NC(=O)c1ccccc1)C(=O)OCC(=O)Nc1ccccc1[N+](=O)[O-] (stereo not drawn) | 6 | 1.7 | 0.1 | 1 |
| 4 | COc1ccc(CCN2C(=O)CC(C(=O)Nc3ccc(F)cc3)SC2=Nc2cccc(Cl)c2)cc1OC (stereo not drawn) | 6 | -1.0 | 0.6 | 8 |
| 5 | CCC1CCCCN1C(=S)Nc1cc(C(=O)OC)ccc1C(=O)OC (stereo not drawn) | -5 | -0.4 | -0.1 | -5 |
| 6 | NC(=O)Cn1cnc2c(nnn2Cc2ccccc2)c1=O | 1 | 0.9 | 0.2 | 9 |
| 7 | Clc1ccc(CCNc2ncnc3[nH]ncc23)c(Cl)c1 | 27 | 1.5 | -0.3 | -1 |
| 8 | Cn1cnnc1SCc1cc(=O)c(OCc2ccc(Cl)cc2)co1 | -23 | -0.2 | -0.1 | -3 |
| 9 | COC(=O)c1cc(Cc2ccccc2)sc1NC(=O)C1(C)CC1(Cl)Cl (stereo not drawn) | 3 | 0.0 | 0.0 | -3 |
| 10 | Cc1cccc(NC2=NC(=S)N(c3cccc(C)c3)C23CCCCC3)c1 | 10 | -0.3 | 0.1 | 8 |
| 11 | C=CC[C@@H]1CC=C[C@@H](C)N1C(=O)CC1(c2ccc(OC)cc2)CC(=O)N(C)C1=O (stereo partly drawn) | -55 | -0.1 | 0.0 | 3 |
| 12 | C=CCNC(=O)C1C2C=CC3(CN(Cc4ccccc4Cl)C(=O)C13)O2 (stereo not drawn) | -1 | -0.4 | 0.1 | 14 |
| 13 | O=[N+]([O-])c1cccc(C2Nc3c(Cl)cc(Cl)cc3C3C=CCC32)c1 (stereo not drawn) | 4 | -1.7 | 0.2 | 6 |
| 14 | CC(C)CN(C[C@@H](O)[C@H](Cc1ccccc1)NC(=O)O[C@H]1CCOC1)S(=O)(=O)c1ccc(N)cc1 | 0 | 0.8 | 0.0 | -8 |
| 15 | CCOC(=O)CCCCC(=O)c1c(C)n(C(=O)c2ccco2)c(=O)n1C(=O)c1ccco1 | -1 | -0.4 | -0.5 | 99* |
| 16 | Cc1cccc2nc3c(c(=O)n12)CN(C(=O)c1ccc(C(C)(C)C)cc1)CC3 | -5 | -0.6 | 0.0 | 6 |
| 17 | COc1ccc(NC(=O)C23CC4CC(CC(C4)C2)C3)cc1 | 3 | 3.6 | -0.3 | -9 |
| 18 | Cc1[nH]c2ccccc2c1C(c1ccccc1F)c1c(C)[nH]c2ccccc12 | 0 | 0.0 | -0.2 | -5 |
| 19 | O=C(Nc1ccc2c(c1)CN(Cc1ccc(-c3ccn[nH]3)o1)CC2)C1CCCO1 (stereo not drawn) | -3 | 1.8 | -0.1 | -1 |
| 20 | COc1ccc2nc(SC/C(O)=C(\C#N)c3nc4ccccc4[nH]3)[nH]c2c1 | 1 | -1.9 | 0.0 | -5 |
| 21 | COc1cccc(CN2CCN(Cc3cc(CC(C)C)n[nH]3)CC2CCO)c1 (stereo not drawn) | 0 | 0.7 | -0.1 | -2 |
| 22 | O=C(NCCc1ccc(O)cc1)c1ccc2nc(NCc3ccc4c(c3)OCO4)sc2c1 | -14 | -0.4 | -0.3 | -2 |
| 23 | O=C(NCC(F)(F)F)c1cnc2scc(-c3ccc(Cl)s3)n2c1=O | 12 | 0.8 | 0.6 | 18 |
| 24 | COc1cccc(N2C(=O)c3cc(N4CCOCC4)c([N+](=O)[O-])cc3C2=O)c1 | 9 | -0.4 | -0.1 | 4 |
| 25 | O=C(Nc1cccnc1)c1c(O)c2ccccc2[nH]c1=O | -8 | 0.1 | 0.2 | 20 |
| 26 | O=C1CC(NCc2cccc(Cl)c2)C(=O)N1c1ccc(-c2nc3ccccc3o2)cc1 (stereo not drawn) | -32 | -1.6 | -0.1 | 18 |
| 27 | Cc1nc(NC2=NCCC(=O)N2)nc2ccccc12 | -3 | -1.4 | 0.0 | 2 |
| 28 | CCOC(=O)C1=C(c2ccccc2)OC(N)=C(C#N)C1c1ccccc1C(F)(F)F (stereo not drawn) | 13 | -1.1 | 0.1 | 6 |
| 29 | COc1ccc(NC(=O)CSc2nnc(-c3ccccc3)n2-n2cccc2)cc1 | -9 | -1.7 | 1.3 | 18 |
| 30 | O=C1Nc2ccc(S(=O)(=O)NNc3ccc([N+](=O)[O-])cc3)c3cccc1c23 | -14 | 0.0 | -0.2 | 1 |
| 31 | NS(=O)(=O)c1cccc(S(=O)(=O)c2ccc(Cl)c(Cl)c2)c1 | 7 | 0.4 | 0.1 | 9 |
| 32 | O=C(c1cc(-c2cccc3cccnc23)cc(-n2cnnn2)c1)N1CCOCC1 | 4 | -1.0 | 0.1 | -2 |
| 33 | CCCCN1C(=O)c2ccc(C(=O)Nc3cc(C(=O)O)cc(C(=O)O)c3)cc2C1=O | -9 | -0.7 | 0.2 | 16 |
| 34 | CCOC(=O)c1c(NC(=O)C(C)Sc2nnc(CNC(=O)c3ccco3)n2-c2ccc(F)cc2)sc2c1CCCCC2 (stereo not drawn) | 3 | -0.4 | -0.1 | -7 |
| 35 | O=C(CC1C(=O)NCCN1Cc1ccccc1F)NC1(c2ccccc2)CC1 (stereo not drawn) | -5 | 1.6 | 0.0 | -1 |
| 36 | CC(C)CN(C)C(=O)Cn1cc(NC(=O)c2ccccn2)cn1 | -1 | 0.3 | 0.0 | 10 |
| 37 | CCOC(=O)Cn1c(=O)oc2cc(S(=O)(=O)N3CCN(C)CC3)ccc21 | 10 | -0.3 | 0.0 | 8 |
| 38 | O=S(=O)(Cc1ccc(Cl)cc1)N1CCCCCC1 | -8 | -0.8 | 0.6 | 15 |
| 39 | COc1cccc(CNC(=O)CC2C(=O)NCCN2Cc2ccccc2C)c1 (stereo not drawn) | -3 | -0.2 | 0.0 | 2 |
| 40 | COc1ccc(-n2cnnn2)c(OC)c1 | -9 | -0.5 | -0.1 | -6 |
| 41 | COc1cccc(-c2nc(CS(=O)(=O)CC(=O)NC3CC3)c(C)o2)c1 | -7 | -0.1 | 0.0 | 1 |
| 42 | COc1cc(NC(=O)CN(C)CC(=O)Nc2ccc(F)c(F)c2F)c(C)cc1[N+](=O)[O-] | 12 | -0.4 | -0.2 | 0 |
| 43 | COCCN(C(=O)Cc1cccs1)c1nnc(-c2cccnc2)s1 | -4 | 0.1 | 0.5 | 11 |
| 44 | CCOCCn1c(=NC(=O)c2ccccc2SC)sc2cc(NC(C)=O)ccc21 | -13 | 3.6 | -0.2 | -8 |
| 45 | CC1(C)C2CC(=O)O[C@@]3(C)C4=CC(=O)O[C@@H](c5ccoc5)[C@]4(C)CCC3[C@@]2(C)C=C[C@H]1O (stereo partly drawn) | 2 | 0.3 | 0.0 | 7 |
| 46 | CCCCN(C)S(=O)(=O)c1ccc(C(=O)Nc2sc3c(c2C(=O)OCC)CC(C)(C)NC3(C)C)cc1 | 4 | -0.5 | 0.0 | 3 |
| 47 | Oc1ccc(-c2nc3cnccn3c2NCCc2ccccc2)cc1 | -11 | 0.7 | 0.3 | 2 |
| 48 | CC(=O)Nc1ccc2c(c1)C1C=CCC1C(c1ccc([N+](=O)[O-])cc1)N2 (stereo not drawn) | 3 | -0.7 | 0.1 | 7 |
| 49 | CCCC1=NN2C(=N)/C(=C/c3ccc(OCCOc4cccc(C)c4)c(OCC)c3)C(=O)N=C2S1 | 9 | -0.2 | -0.1 | 8 |
| 50 | CC12CC(=O)C(C)(C1)C1C(=O)N(c3ccccc3)C(=O)C12 (stereo not drawn) | 6 | -0.2 | 0.3 | 14 |

(more compounds)
Order of values: TEAD-YAP inh, GPR151 activ, FBW7 activator, MITF inh
51: COc1ccc2c(C)cc(SCC(=O)Nc3c(C)cccc3C)nc2c1
    -3, 1.2, -0.1, 4
52: COc1cc2c(cc1NC(=O)CSc1nnnn1C)oc1ccccc12
    -76, 0.4, 0.0, 9
53: COc1ccccc1Cn1c(-c2ccccc2)cn2c3c(=O)n(C)c(=O)n(C)c3nc12
    2, 0.3, -0.3, 9
54: O=c1/c(=C\c2ccc([N+](=O)[O-])cc2)sc2nc3ccccc3n12
    6, -0.1, 0.6, 15
55: O=C(O)c1ccc(/C=N/N2C(=O)CSC2=S)cc1
    -10, -4.5, -0.5, 31
56: CC(=O)Nc1nonc1NC(=O)CSc1nc2ccccc2[nH]1
    -4, 3.6, -0.1, -1
57: COc1ccc(OC)c(NC(=O)c2c(NCc3ccc(OC)c(OC)c3)sc3c2CCCC3)c1
    8, 0.6, 0.1, 8
58: O=C(NNS(=O)(=O)c1cccc([N+](=O)[O-])c1)c1ccc(F)cc1
    -10, 1.6, 0.3, 1
59: O=C(Nc1c[nH]c(=O)[nH]c1=O)c1ccccc1Cl
    -4, 1.6, 0.3, -8
60: O=Cc1ccc(OCCCOc2ccccc2Cl)cc1
    -29, 0.0, 0.0, -15

Overlap with the part before: 2 entries, followed by the next part.
Order of values: TEAD-YAP inh, GPR151 activ, FBW7 activator, MITF inh
59: O=C(Nc1c[nH]c(=O)[nH]c1=O)c1ccccc1Cl
    -4, 1.6, 0.3, -8
60: O=Cc1ccc(OCCCOc2ccccc2Cl)cc1
    -29, 0.0, 0.0, -15
61: COc1ccc(S(=O)(=O)N2CCN(S(=O)(=O)c3ccccc3[N+](=O)[O-])CC2)cc1
    8, -0.5, 0.1, 11
62: Cn1c(=NC(=O)C2=COCCO2)sc2cc(Cl)cc(Cl)c21
    0, -0.8, 0.6, 22
63: Cc1ccccc1OCC(=O)Nn1cnnc1
    0, 0.2, 1.2, 10
64: CCOC(=O)Nc1cc([N+](=O)[O-])c(C)cc1C
    9, -0.2, 0.0, -1
65: COCC1CCN(C(=O)c2cc(COc3cc(C)ccc3C)on2)CC1
    -57, -1.3, -0.1, 2
66: COc1ccc(C)cc1NC(=O)Nc1nnc(N2CCCCCC2)s1
    -7, 0.4, 0.0, -7
67: COc1ccc(-n2c(SCC(=O)Nc3ccc(C)cc3)nc(O)c(Cc3ccccc3)c2=O)cc1
    -1, -0.5, 0.1, 1
68: CCOC(=O)c1c(NC(=O)c2ccccc2OC)sc2c1CCCCC2
    -2, 0.8, 0.2, 0
69: CC(=O)N(C)c1ccc(NC(=O)C23CC4CC(C2)CC(n2cnc(Cl)n2)(C4)C3)cc1
    10, -0.5, 0.2, 8
70: O=C1N/C(=C/c2cccn2-c2ccc([N+](=O)[O-])cc2)C(=O)N1Cc1ccc(F)cc1
    -5, 1.4, -0.1, -1

Looked up by structure from the entries so far, 4 records:
Order of values: TEAD-YAP inh, GPR151 activ, FBW7 activator, MITF inh
19: O=C(Nc1ccc2c(c1)CN(Cc1ccc(-c3ccn[nH]3)o1)CC2)C1CCCO1 (stereo not drawn)
    -3, 1.8, -0.1, -1
26: O=C1CC(NCc2cccc(Cl)c2)C(=O)N1c1ccc(-c2nc3ccccc3o2)cc1 (stereo not drawn)
    -32, -1.6, -0.1, 18
47: Oc1ccc(-c2nc3cnccn3c2NCCc2ccccc2)cc1
    -11, 0.7, 0.3, 2
12: C=CCNC(=O)C1C2C=CC3(CN(Cc4ccccc4Cl)C(=O)C13)O2 (stereo not drawn)
    -1, -0.4, 0.1, 14

(listing goes on)
Order of values: TEAD-YAP inh, GPR151 activ, FBW7 activator, MITF inh
71: CCC(C)(C)NS(=O)(=O)c1ccc2c(c1)NC(=O)C(C)C(=O)N2 (stereo not drawn)
    0, -1.3, 0.0, 5
72: CC(CNC(=O)c1ccccc1Cl)c1ccccc1 (stereo not drawn)
    -54, 1.0, 0.0, -7
73: COc1c(O)ccc(/C=N/NC(=O)c2ccccn2)c1[N+](=O)[O-]
    -45, -0.1, -0.1, 5
74: CCOc1ccc(-c2nc3cc(NC(=O)c4ccc(OCC)c(Br)c4)ccc3o2)cc1
    -7, -0.2, -0.2, 1
75: COC(=O)c1cnn2c(C)c(Cc3cccc(F)c3)c(C)nc12
    -5, -0.8, 0.0, -4
76: COc1cc(OC)c(NC(=O)CNC(=O)c2cn(-c3ccccc3OC)c(=O)c3ccccc23)cc1Cl
    -7, -1.7, 0.0, -2
77: CCCCOC(=O)c1cccc(NC(=O)COc2ccc(C)c(C)c2)c1
    -34, -0.6, 0.3, 3
78: Cn1cc(C(=O)c2ccccc2)cc1CN1CCOCC1
    -3, -3.2, 0.3, -3
79: CCNc1cc(C(=O)NC2CCN(Cc3ccccc3)CC2)ccn1
    3, 0.3, -0.1, -2
80: CCOC(=O)Nc1ccccc1C(=O)C(C#N)c1ccccc1 (stereo not drawn)
    -9, -0.3, 0.1, -1
81: Cc1ccc(S(=O)(=O)N(C)C(=O)c2ccc(Br)s2)cc1
    4, 0.9, -0.1, -9
82: Cc1cc(C)c(C)c(C(=O)CC2(O)C(=O)N(C)c3ccccc32)c1C (stereo not drawn)
    16, 0.7, -0.2, 8
83: O=C(Nc1ccc2c(c1)CN(C(=O)C[n+]1cc(=O)o[nH]1)CC2)c1ccccc1Cl
    -4, -1.2, -0.1, -2
84: CN(C)c1ccc(/C=C(\C#N)c2nc(-c3cc4c(ccc5ccccc54)oc3=O)cs2)cc1
    14, -0.9, 0.4, 8
85: COc1ccc(/C=C/C(=O)Nc2cccc(-c3cc4ccccc4oc3=O)c2)cc1
    -4, 0.0, -0.1, 14
86: CC(C)(C)OC(=O)N1CC[C@H](NC(=O)c2cccc(-n3cc(NC(=O)Cc4ccccc4)cn3)c2)C1
    4, 0.2, 0.0, 13
87: Brc1ccc(OCCCCn2ccnc2)cc1
    18, -1.1, 0.6, 18

Rows were taken by chance. Share with any hit: about 3.5%.
